Bioassay records as filed in PubChem BioAssay.
inhibitors of VEEV – inhibitors of VEEV TC-83 cytopathic effect, confirmation, Vero cells (AID 588727); 350,000 compounds, 0.13% hits; Vero cells, VEEV TC-83 cytopathic effect inhibition; higher % means a stronger effect; inhibition, % at 20 µM; hits with a dose series show IC50 in µM; in the data active means a potency from the dose series; inconclusive means inhibition mostly from about 14% at the one dose, without a potency; inactive means the rest, 99 in 100 with inhibition below about 12%; further: strong numbers were not always called active
influenza NS1A – NS1A inhibition, H1N1 influenza, cell based functional assay (AID 504329). 340,000 compounds, 0.3% hits. NS1A functional cell-based assay, percent inhibition; higher % means a stronger effect. inhibition, % at 12.5 µM; hits with a dose series show IC50 in µM; in the data active means a potency from the dose series; inconclusive means inhibition above about 27% without an active follow-up result; further: strong numbers were not always called active
M. tuberculosis HTS – M. tuberculosis growth inhibition, HTS (AID 449762). 330,000 compounds, 0.59% hits. inhibition, % at 25 µM; hits with a dose series show IC50 in µM. M. tuberculosis H37Rv growth inhibition, 7H9 media; higher % means a stronger effect; in the data active means a potency from the dose series; inconclusive means inhibition above about 70% without an active follow-up result;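 further: bacterial growth assessed after seven days of incubation; strong numbers were not always called active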
M. tuberculosis – growth inhibition of non-replicating M. tuberculosis (AID 488890); Mycobacterium tuberculosis non-replicating, growth inhibition; higher % means a stronger effect; 320,000 compounds, 0.39% hits; inhibition, % at 25 µM; hits with a dose series show IC50 in µM; in the data active means a potency from the dose series; inconclusive means inhibition mostly from about 82% at the one dose, without a potency; inactive means the rest, 99 in 100 with inhibition below about 76%;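 further: plate controls were DMSO cells for no effect and high antibiotic wells for full effect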
PhoP GFP inhibition – Inhibition of PhoP regulon, Salmonella typhi GFP reporter cells, confirmation, 4 h (AID 1850); Salmonella Typhi PhoP-promoter GFP reporter, fluorescence, 4 h; higher % means a stronger effect; 310,000 compounds, 0.33% hits; one-dose inhibition, % at 50 µM; IC50 in µM for titrated hits; in the data active means a potency from the dose series; inconclusive means inhibition mostly from about 25% at the one dose, without a potency; inactive means the rest, 99 in 100 with inhibition below about 19%;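 further: 0% = induced wells with vehicle and 100% = uninduced wells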
inhibitors of VEEV 10K pilot screen – further read-out of inhibitors of VEEV, marked with its call; inhibition, %; measured here: 10K pilot screen inhibition
* hit, by the source's call; i = inactive; ? = inconclusive; · = no result given.

SMILES	inhibitors of VEEV	influenza NS1A	M. tuberculosis HTS	M. tuberculosis	PhoP GFP inhibition	others
COc1cc(NC(=O)c2cc(C)nc3ccccc23)cc(OC)c1OC	1.7%	-19%	-2%	24%	4%
O=C(CS(=O)(=O)Cc1ccccc1)N1CCN(c2ccccc2F)CC1	2.1%	15%	3%	17%	-6%
COc1cc(NC(=O)CN2C(=O)c3ccccc3Sc3ccc(C(=O)N4CCOCC4)cc32)cc(OC)c1OC	1.3%	-2%	1%	28%	-1%
CCC(=O)Nc1nnc(SCCOC)s1	1.9%	9%	-17%	4%	-3%
CSCCCNC(=S)N1CCc2ccccc2C1	0.5%	1%	0%	?	3%
O=C(O)CC(=O)Nc1ccc(Oc2ccc(C(F)(F)F)cn2)c(Cl)c1	1.4%	-6%	2%	1%	-5%
Cn1nnc2ccccc2c1=O	0.6%	-1%	-4%	-2%	-7%
COc1ccccc1C(C[N+](=O)[O-])c1c[nH]c2ccccc12 (configuration not stated)	2.6%	-10%	-6%	-5%	3%
Cc1ccnc(NC(=O)CCC(=O)N(CC(=O)NC(C)(C)C)C2CCCC2)c1	5.9%	-2%	-4%	-10%	-7%
CCN(CC)C(=O)c1ccc(N2C(=O)C3CC=C(Cl)CC3C2=O)cc1 (configuration not stated)	i	-5%	-2%	0%	-3%
COc1ccc(N2CC(C(=O)Nc3nnc(SCC(=O)NCC4CCCO4)s3)CC2=O)cc1 (configuration not stated)	8.1%	-10%	10%	10%	8%
Cc1ccc(NC(=O)c2c(C)noc2-c2snnc2C)cc1	2.5%	-1%	-7%	6%	0%
O=C(O)C1=C[C@H](c2ccc(C(F)(F)F)cc2)C[C@H](OCCCCO)O1	1.1%	1%	-1%	23%	-4%
CCOc1cccc(-c2nnc(SCC(=O)Nc3cc(OC)cc(OC)c3)n2N)c1	i	-2%	4%	13%	-2%
Cc1c(N2C(=O)CSC2c2ccc([N+](=O)[O-])cc2)c(=O)n(-c2ccccc2)n1C (configuration not stated)	0.5%	2%	-17%	-1%	2%

Next section, starting with the last two of the part before.
SMILES	inhibitors of VEEV	influenza NS1A	M. tuberculosis HTS	M. tuberculosis	PhoP GFP inhibition	others
CCOc1cccc(-c2nnc(SCC(=O)Nc3cc(OC)cc(OC)c3)n2N)c1	i	-2%	4%	13%	-2%
Cc1c(N2C(=O)CSC2c2ccc([N+](=O)[O-])cc2)c(=O)n(-c2ccccc2)n1C (configuration not stated)	0.5%	2%	-17%	-1%	2%
CC(C)CC(NC(N)=O)C(=O)OCC(=O)N(Cc1ccccc1)Cc1ccccc1 (configuration not stated)	0.1%	-6%	-4%	3%	13%
COc1cc(/C=N/NC(=O)C(C)n2nnc3ccccc32)ccc1O (configuration not stated)	0.7%	-6%	-8%	7%	-2%
O=C(Nc1ccc(-c2nc3c(ccc4ccccc43)o2)cc1)c1ccco1	9.3%	-19%	4%	-2%	6%
Cc1ccc(NC(=O)c2cc(-c3ccco3)on2)cc1	2.6%	21%	·	·	-11%
COc1ccc(S(=O)(=O)N2CCOCC2)cc1NC(=O)CSc1nnc2ccccn12	·	·	-9%	12%	-5%
Cc1cc(CN(C)C(=O)CC2C(=O)NCCN2Cc2ccc(-c3ccccc3)cc2)on1 (configuration not stated)	0.8%	10%	1%	10%	9%
COC(=O)c1cc2ccsc2n1CC(=O)Nc1cc(C)cc(C)c1	0.4%	-6%	3%	2%	5%
Cc1ccccc1-n1c(SC/C(O)=C(\C#N)c2nc3ccccc3[nH]2)nnc1-c1ccncc1	0.7%	9%	-6%	-6%	10%
Cc1ccccc1CSCCNS(C)(=O)=O	i	20%	-1%	14%	-10%
Cc1cc(C)n(CC(=O)NNC(=O)CCNC(=O)c2ccccc2Cl)n1	0.5%	7%	0%	-5%	0%
CCn1c2ccccc2c2cc(Nc3cc(C)nc4ncnn34)ccc21	3.9%	9%	15%	·	-11%
O=C(CCC1(C(=O)O)CCC(=O)NC1)NCc1ccccc1 (configuration not stated)	0.1%	-6%	-5%	-12%	1%
CN(C)C(/C=C/Nc1ccccc1F)=C(C#N)C#N	1.8%	-14%	0%	3%	2%
COc1ccc(N2C(=O)C(Cl)=C(Oc3cccc(OC)c3)C2=O)cc1	1.4%	0%	-2%	?	0%
COc1cccc(-n2c(SCc3ccccn3)nc3c(c2=O)SCC3)c1	3.5%	13%	2%	2%	0%

A draw from above in order of SMILES length, lowest first.
SMILES	inhibitors of VEEV	influenza NS1A	M. tuberculosis HTS	M. tuberculosis	PhoP GFP inhibition	others
CC(C)CC(NC(N)=O)C(=O)OCC(=O)N(Cc1ccccc1)Cc1ccccc1 (configuration not stated)	0.1%	-6%	-4%	3%	13%
Cc1cc(CN(C)C(=O)CC2C(=O)NCCN2Cc2ccc(-c3ccccc3)cc2)on1 (configuration not stated)	0.8%	10%	1%	10%	9%
Cc1ccccc1-n1c(SC/C(O)=C(\C#N)c2nc3ccccc3[nH]2)nnc1-c1ccncc1	0.7%	9%	-6%	-6%	10%

(more compounds)
SMILES	inhibitors of VEEV	influenza NS1A	M. tuberculosis HTS	M. tuberculosis	PhoP GFP inhibition	others
CC(C)Oc1ccc(CSc2ncn[nH]2)cc1	3.6%	·	5%	10%	4%
COc1ccc(/C=N/NC(=O)c2cc(-c3ccccc3OC)nc3ccccc23)cc1COC(C)=O	2.7%	0%	-6%	37%	7%
CC(=O)c1ccccc1NS(=O)(=O)c1ccc2c(c1)CC(=O)N2	1.2%	-8%	-1%	31%	·
O=C(Nc1cccc(-c2cn3c(n2)SCC3)c1)c1ccc2ccccc2n1	5.8%	-2%	-2%	3%	8%
COc1ccc(CC(=O)Nc2c3c(nn2C(C)(C)C)CS(=O)(=O)C3)cc1	0.3%	-7%	-10%	-12%	-10%
N#CC1=C(N)C2=CCCC[C@H]2[C@H](c2ccccc2)C1(C#N)C#N	i	11%	-4%	10%	-1%
CCC1(CC)NC(=O)N(CC(=O)OCC(=O)Nc2cc(OC)ccc2OC)C1=O	1.7%	-4%	2%	-4%	·
COCCNc1nnc(Cc2ccc(OC)c(OC)c2)c(=O)[nH]1	i	4%	-7%	-17%	-8%
Cc1ccc(CCNS(=O)(=O)c2cc(Br)cnc2N)cc1	3.2%	-2%	10%	5%	8%
CCC(=Nc1ccccc1NC(C)=O)c1c(O)n(C)c(=O)n(C)c1=O	1.1%	4%	-6%	-3%	-4%
O=C(c1cccc(S(=O)(=O)N2CCCc3ccccc32)c1)N1CCN(c2ccccc2)CC1	6.3%	7%	7%	39%	·
COC(=O)c1ccc(S(=O)(=O)c2ccc(Cl)cc2)c(N)c1	0.6%	-9%	1%	-12%	7%
O=C(CN(c1ccc(F)cc1)S(=O)(=O)c1ccc2c(c1)OCCO2)NCc1ccncc1	1.5%	-6%	6%	12%	-11%
CCC(C)NC(=O)N[C@@H](CCSC)C(=O)O (some centres not stated)	1.5%	0%	5%	3%	6%
O=C(NCC1CCCCC1)c1cccc(-c2ccc(O)cc2)c1	2.1%	16%	47%	51%	-19%
CN1CCC(N(C)C(=S)Nc2ccc(SC(F)F)cc2)CC1	0.3%	2%	-9%	-9%	-3%
Cc1cc2c3c([nH]c2cc1S(=O)(=O)NCc1ccc(CN2CCCCCC2)o1)CCCC3=O	0.9%	5%	-1%	17%	-1%
Cc1ccc(/C=C2\SC(=S)N(CC(=O)Nc3ncc(Cc4ccccc4Cl)s3)C2=O)cc1	·	·	-9%	2%	-6%
O=C1CCCN1CCC1CCN(C2CC(=O)N(c3ccc(F)cc3)C2=O)CC1 (configuration not stated)	1.4%	3%	-2%	6%	-3%
CCc1nnc(NC(=O)c2ccc(COc3ccccc3Cl)o2)s1	3.2%	-9%	6%	9%	11%
O=c1c2ccccc2nc(/C=C/c2ccccc2F)n1-c1ccccc1O	13%	4%	11%	21%	7%
O=C1C2C3C=CC(C4CC34)C2C(=O)N1c1cc(Cl)ccn1 (configuration not stated)	3.1%	-3%	-13%	-6%	9%
CC(C)=CCN1CC[C@@]2(C)c3cc(O)ccc3CC1C2C (some centres not stated)	1.1%	-17%	-1%	-6%	·
O=C(NN=C1CCN(Cc2ccccc2)CC1)c1ccccc1	0.4%	5%	1%	55%	5%
CCN(CC)CCN(C)Cc1ccc(Br)cc1	0.4%	-5%	-3%	3%	2%
COC(=O)c1cnn(-c2ccccc2)c1/C=N/NC(=S)Nc1ccc(Cl)cc1	0.7%	·	24%	-3%	-19%
Cc1ccc(S(=O)(=O)CCC(=O)OCC(=O)N2CCc3ccccc32)cc1	4.3%	18%	-8%	22%	-1%
COc1ccc(C2SCC(=O)N2c2ccc(C)cc2)cc1 (configuration not stated)	0.3%	3%	-1%	30%	-5%
Cc1ccc(OCCNC(=O)c2ccccc2F)cc1	0.3%	-4%	8%	20%	-2%
O=C(CCN1C(=O)NC2(CCCC2)C1=O)Nc1ccc(-c2nc3ccccc3s2)cc1	8.3%	-6%	?	42%	·

The closing six records of the part before lead into the next:
SMILES	inhibitors of VEEV	influenza NS1A	M. tuberculosis HTS	M. tuberculosis	PhoP GFP inhibition	others
CCN(CC)CCN(C)Cc1ccc(Br)cc1	0.4%	-5%	-3%	3%	2%
COC(=O)c1cnn(-c2ccccc2)c1/C=N/NC(=S)Nc1ccc(Cl)cc1	0.7%	·	24%	-3%	-19%
Cc1ccc(S(=O)(=O)CCC(=O)OCC(=O)N2CCc3ccccc32)cc1	4.3%	18%	-8%	22%	-1%
COc1ccc(C2SCC(=O)N2c2ccc(C)cc2)cc1 (configuration not stated)	0.3%	3%	-1%	30%	-5%
Cc1ccc(OCCNC(=O)c2ccccc2F)cc1	0.3%	-4%	8%	20%	-2%
O=C(CCN1C(=O)NC2(CCCC2)C1=O)Nc1ccc(-c2nc3ccccc3s2)cc1	8.3%	-6%	?	42%	·
Cc1ccc(C)c(NC(=O)CSc2nnc(-c3n[nH]c4ccccc34)o2)c1	6.0%	-11%	17%	35%	8%
O=C(Nc1ccon1)c1csc2c1CCCC2	3.4%	-2%	-2%	21%	-10%
COc1cccc(NC(=O)CCCn2c(=O)[nH]c3ccccc3c2=O)c1	7.4%	0%	-7%	-13%	6%
Cc1ccccc1CSCCNC(=O)c1ccccc1	0.5%	-3%	-6%	21%	-5%
CCc1nnc(NC(=O)c2cccc(S(=O)(=O)N3CC(c4ccccc4)CC3=O)c2)s1 (configuration not stated)	2.1%	10%	-7%	21%	-4%
COC(=O)c1sc(N)c(C(=O)OC)c1COC(=O)c1c(C)noc1C	i	-6%	0%	32%	-3%
COc1ccc(-c2nnc3sc(C4CCCCC4)nn23)cc1OC	3.4%	-9%	36µM*	35%	1%
COCCn1c(SCC(=O)OC(C)C)nnc1-c1ccccc1	3.0%	-6%	-7%	-5%	-6%
COc1ccc(/C(O)=C2/C(=O)C(=O)N(c3ncccn3)C2c2ccc(OC)cc2)cc1 (configuration not stated)	0.4%	7%	-2%	0%	-4%
CN1CCC(=NNC(=O)C(=O)Nc2ccccc2F)CC1	0.0%	-3%	96%	44%	4%
Cc1nc2sccn2c(=O)c1S(=O)(=O)Nc1ccc(N2CCN(S(C)(=O)=O)CC2)cc1	7.7%	7%	7%	-3%	-30%
CN1C(=O)C(C)(C)c2cc(S(=O)(=O)N3CCCC(C(=O)NCc4ccc(Cl)cc4)C3)ccc21 (configuration not stated)	4.5%	5%	-15%	30%	·
CN(C(=O)CSc1nc2ccccc2c(=O)n1-c1ccc(F)cc1F)C1CCS(=O)(=O)C1 (configuration not stated)	4.3%	3%	4%	-2%	·
CN(C)S(=O)(=O)c1ccc(Nc2ccc(-c3ccc4c(c3)OCCO4)nn2)cc1	0.8%	0%	3%	0%	-5%
COc1ccc(C(=O)CN2CCN(c3ccc(F)cc3)CC2)cc1OC	0.4%	0%	5%	7%	7%
COc1cc2c(cc1OC)CN(C(=O)/C=C/c1ccccc1[N+](=O)[O-])CC2	9.1%	10%	0%	7%	3%
O=C(Nc1ccc2oc(-c3ccncc3)nc2c1)c1ccccc1F	3.1%	6%	-8%	·	-16%	inhibitors of VEEV 10K pilot screen=3.6
O=C(CCN1C(=O)/C(=C/c2ccccc2Cl)SC1=S)N1CCOCC1	?	-3%	69%	?	-9%
